# Assay outcomes from PubChem.
# HTR5A inv ag = HTR5A inverse agonism, opioid heterodimer counter-screen; P47898; HTR5A cell line, luminescence; inhibition, % at 9.3 µM; 0.083% of 340,000 active; in the data active = inhibition mostly above about 23%, no sharp cut-off; inactive = mostly below about 18%;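 note: 0% = cells with DMSO and 100% = no-cell wells with DMSO; some compounds called inactive have numbers as strong as hits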
# Target sequence (P47898 whole entry, looked up): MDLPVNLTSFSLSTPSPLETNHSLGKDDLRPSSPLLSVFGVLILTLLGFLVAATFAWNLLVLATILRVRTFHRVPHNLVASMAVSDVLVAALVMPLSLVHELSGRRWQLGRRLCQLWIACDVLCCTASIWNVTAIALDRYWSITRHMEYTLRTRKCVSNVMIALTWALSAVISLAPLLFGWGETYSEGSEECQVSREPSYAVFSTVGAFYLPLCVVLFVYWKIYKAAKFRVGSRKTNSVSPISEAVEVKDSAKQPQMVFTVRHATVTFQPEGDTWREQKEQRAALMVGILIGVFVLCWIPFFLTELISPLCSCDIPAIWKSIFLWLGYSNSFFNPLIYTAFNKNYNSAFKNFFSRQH
# LANA DNA inh = KSHV C-LANA DNA binding inhibition; MBP-C-LANA/FAM-LBS DNA binding, fluorescence polarization; inhibition, % at 9 µM; 0.078% of 340,000 active;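 active = highest replicate inhibition at or above 60% at 9 µM, even if other replicates fall short; inactive = all replicates below 60% inhibition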;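 note: 0% = neutral control wells and 100% = 4 µM acridine orange control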
# Keap1 Nrf2 FP = inhibitors of human Keap1-Nrf2 protein-protein interaction | Q14145 | Keap1 Kelch-Nrf2 peptide fluorescence polarization, 1536-well | inhibition, % at 9.4 µM | 0.15% of 340,000 active | AID 504523; in the data active = inhibition above about 12%;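 note: human Keap1 Kelch domain with fluorescein labeled Nrf2 9mer peptide probe; 0% = neutral control wells and 100% = peptide positive control; higher means more block of Keap1 binding to Nrf2 peptide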
# Target sequence (Q14145 whole entry, looked up, the tested form may be a part): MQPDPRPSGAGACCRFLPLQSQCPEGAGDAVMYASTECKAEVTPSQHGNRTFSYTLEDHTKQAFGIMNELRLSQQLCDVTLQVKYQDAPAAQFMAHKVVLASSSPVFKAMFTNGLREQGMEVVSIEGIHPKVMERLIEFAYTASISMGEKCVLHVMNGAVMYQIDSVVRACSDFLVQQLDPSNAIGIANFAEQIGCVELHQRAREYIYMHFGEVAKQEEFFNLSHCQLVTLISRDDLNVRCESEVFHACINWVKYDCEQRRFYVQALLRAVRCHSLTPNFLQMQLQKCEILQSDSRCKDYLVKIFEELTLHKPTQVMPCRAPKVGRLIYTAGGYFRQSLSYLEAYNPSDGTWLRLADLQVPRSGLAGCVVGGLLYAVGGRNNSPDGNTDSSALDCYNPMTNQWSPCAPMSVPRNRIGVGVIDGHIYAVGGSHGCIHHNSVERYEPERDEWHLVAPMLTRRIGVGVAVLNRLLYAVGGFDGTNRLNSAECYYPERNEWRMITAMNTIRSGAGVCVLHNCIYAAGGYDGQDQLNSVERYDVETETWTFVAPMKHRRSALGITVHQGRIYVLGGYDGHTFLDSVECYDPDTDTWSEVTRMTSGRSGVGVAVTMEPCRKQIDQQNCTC
# Cardiac RTF inh = cardiac RTF calcium desensitization. AID 493244. IANBD-labeled cardiac RTF, Ca2+ fluorescence. P19429+P45379. 0.12% of 340,000 active. inhibition, % at 7.15 µM;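 active = inhibition above the mean inhibition of all tested compounds plus 3 SD, cut at about 17% in these data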;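 note: assay run at fixed EC70 calcium of 1.6 mM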
# cardiac RTF act = cardiac RTF calcium sensitization; IANBD-labeled TnC RTF fluorescence at EC20 calcium; 0% EC20 calcium, 100% full calcium; activation, % at 7.2 µM; 0.24% of 340,000 active; AID 493008;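 active = activation above the mean over all tested compounds plus 3 SD, cut at about 30% in these data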;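 note: rise in fluorescence read as greater calcium sensitivity of cardiac thin filaments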
# CAL PDZ FP = CAL PDZ (human) peptide binding inhibition; Q9HD26; purified CAL PDZ, TMR-peptide fluorescence polarization, 1 h; inhibition, % at 24.9 µM; 0.92% of 300,000 active;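 active = mean inhibition of at least 30% with at least half of replicates also reaching 30%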;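 note: 0% = DMSO neutral control and 100% = excess unlabeled competitor peptide PRC23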
# V-ATPase pH = regulators of yeast V-ATPase proton transport. S. cerevisiae, pHLuorin cytosolic pH fluorescence. response, % at 10 µM. 0.37% of 350,000 active; in the data active = response mostly above about 7.3%, no sharp cut-off; inactive = mostly below about 5.4%; note: actives read high; inactives centre near 0; some compounds called inactive have numbers as strong as hits; reference of the scale not given here
# MOR-DOR ag = agonists of human mu-delta opioid receptor heterodimerization. P35372+P41143. AID 504326. activation, % at 9.3 µM. 0.3% of 340,000 active. cells, OPRM1-OPRD1 heterodimerization, luminescence; in the data active = activation above about 18%;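 note: 0% = vehicle-treated cells and 100% = reference agonist; values of inactives mirror those of a sister screen read the other way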
# MOR-DOR inv ag = mu-delta opioid heterodimer inverse agonism; inhibition, % at 9.3 µM; AID 504357; cell-based MOR-DOR heterodimer luminescence; 0.21% of 340,000 active; P35372+P41143; in the data active = inhibition above about 22%, passing the limit was not always enough;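 note: 0% = cells with DMSO and 100% = wells without cells with DMSO; values of inactives mirror those of a sister screen read the other way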
# HTR5A ag = activates human HTR5A in OPRM1-OPRD1 agonist counter-screen | activation, % at 9.3 µM | P47898 | 0.61% of 340,000 active | HTR5A agonist assay, luminescence, cell-based; in the data active = activation mostly above about 9.5%, no sharp cut-off; inactive = mostly below about 7.6%;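 note: 0% = cells with vehicle only and 100% = reference agonist; strong numbers were not always called active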
# * marks the source's active call; other numbers are inactive results; . = not tested or not shown.
1) CC(C)Cc1cc(C(=O)N2CCC(N3CCC(C(=O)N4CCCC4)CC3)CC2)n[nH]1
2) CC1CN(C(=O)c2cc3cc(Cl)ccc3[nH]2)CC(C)O1 (configuration not stated)
3) Cc1cc(NC(=O)C2C3C(=O)N(Cc4ccc(Cl)cc4)C(C(=O)NCc4ccccc4)C34C=CC2(C)O4)no1 (configuration not stated)
4) COc1cc(Br)ccc1NC(=O)c1ccccc1-c1ccccc1C(=O)O
5) CCc1noc(C)c1C(=O)OCC(=O)Nc1ccc2c(c1)OCO2
6) COc1cc(OC)cc(-n2nnnc2SCC(=O)NC2CCCC2)c1

assay / entry	1	2	3	4	5	6
HTR5A inv ag	-2	-5	-32	6	21	29
LANA DNA inh	2.7	1.2	0.1	-0.3	1.1	-0.9
Keap1 Nrf2 FP	1	-1	-3	0	-3	0
Cardiac RTF inh	-6	-8	-1	-1	-6	-15
cardiac RTF act	2	5	-1	-5	0	-1
CAL PDZ FP	-5	-3	-5	-5	-4	-3
V-ATPase pH	-2	4	-4	2	1	0
MOR-DOR ag	-1.1	-0.3	-1.2	-2.1	0.3	-3.2
MOR-DOR inv ag	5	2	7	11	-1	18
HTR5A ag	1	1	-1	3	6	-12

7) CCCCOc1ccc(S(=O)(=O)NNC(=O)c2cc3ccccc3o2)cc1
8) COC(=O)c1ccc(Cn2cc(C(F)(F)F)ccc2=O)cc1
9) CCSc1nnc(NC(=O)c2cc(-c3ccccc3O)n[nH]2)s1
10) C/C(=N\Nc1ccc(C(=O)O)cc1)c1ccc(S(=O)(=O)NCc2ccco2)cc1
11) COC(=O)c1ccc(C)c(NC(=O)C2CC(=O)N(C3CCCC(C)C3C)C2)c1 (configuration not stated)
12) COc1ccc([N+](=O)[O-])cc1/C=N/Nc1nc(N2CCCCC2)nc(N2CCCCC2)n1

assay / entry	7	8	9	10	11	12
HTR5A inv ag	-7	10	-15	-2	-6	6
LANA DNA inh	6.3	1.5	0.7	5.0	-2.6	1.0
Keap1 Nrf2 FP	-4	-4	3	-4	2	-4
Cardiac RTF inh	-10	-3	-4	-15	-3	-31
cardiac RTF act	-8	1	-1	0	-2	2
CAL PDZ FP	-1	0	1	-7	.	-4
V-ATPase pH	5	-10	15	1	2	1
MOR-DOR ag	4.8	-0.9	32*	-1.4	-1.4	-3.0
MOR-DOR inv ag	-24	5	-171	7	7	17
HTR5A ag	6	-4	1	1	2	-2

13) COc1cc(C(C(=O)NCc2ccccc2)N(C(=O)c2snc(C(N)=O)c2N)C2CCCC2)cc(OC)c1OC (configuration not stated)
14) COC(=O)c1ccccc1NC(=O)CSc1nccn1C
15) COc1ccc(OCCOC(=O)c2cc(S(=O)(=O)N3CCOCC3)c(Cl)cc2Cl)cc1
16) Cn1nc(C(F)(F)F)c2cc(C(=O)Nc3ccc(F)cc3F)sc21
17) Cc1cc(C)n(S(=O)(=O)c2ccc(C(C)(C)C)cc2)n1
18) COCCCN1C2=C(C(=O)CC(C)(C)C2)C(c2ccc(O)c(OC)c2)C2=C1CC(C)(C)CC2=O

assay / entry	13	14	15	16	17	18
HTR5A inv ag	-1	-26	28	12	-30	-12
LANA DNA inh	0.9	-0.2	0.6	-1.2	-0.7	0.0
Keap1 Nrf2 FP	-6	3	-3	1	0	1
Cardiac RTF inh	-11	2	-9	-3	-4	-1
cardiac RTF act	-1	-3	-6	1	-11	-2
CAL PDZ FP	0	-1	4	-5	-6	-3
V-ATPase pH	2	-2	-2	1	1	2
MOR-DOR ag	-1.8	-0.7	-1.0	-0.6	-1.0	-1.3
MOR-DOR inv ag	10	4	5	3	6	6
HTR5A ag	0	9	-11	-5	-7	4

19) CCCCN(C(=O)c1c(C)[nH]c(C(=O)OCC)c1C)c1ccccc1
20) Cc1ccccc1OCC(=O)Nc1ccc2c(c1)C(=O)N(CCC(=O)O)C2=O
21) O=C(NCC1COCCO1)c1cc(COc2ccc(F)cc2F)on1 (configuration not stated)
22) CCc1ccc(OCC(=O)Nc2ccc3c(c2)COC3=O)cc1
23) Cc1ccc(/C=N/NC(=O)NN(C)c2ncc(C(F)(F)F)cc2Cl)cc1
24) CN(C)c1ccc(C2C3C(=O)NC(=O)C3ON2c2ccc(Cl)cc2)cc1 (configuration not stated)

assay / entry	19	20	21	22	23	24
HTR5A inv ag	4	6	7	-14	-17	7
LANA DNA inh	-1.7	0.5	0.4	-0.2	0.6	0.0
Keap1 Nrf2 FP	-1	-3	-2	0	1	1
Cardiac RTF inh	0	-2	-12	1	-5	-11
cardiac RTF act	3	2	4	0	-2	11
CAL PDZ FP	-3	1	1	-5	3	.
V-ATPase pH	-3	-4	-5	0	0	3
MOR-DOR ag	-0.4	0.1	1.9	2.1	6.9	2.4
MOR-DOR inv ag	2	0	-8	-13	-34	-12
HTR5A ag	2	-2	-3	5	6	-2

25) O=c1[nH]c(SCCOc2cccc3ccccc23)nc2ccccc12
26) CCCNc1c(NC(=O)c2cccs2)c(=O)oc2ccccc12
27) CC(C)NC(=O)N(C)C[C@H]1Oc2c(NC(=O)Nc3ccccc3)cccc2C(=O)N([C@H](C)CO)C[C@@H]1C
28) C=CCN(c1ccccc1OC)S(=O)(=O)c1cccc(C(=O)Nc2nnc(C3CC3)s2)c1
29) Cc1ccc(NC(=O)C2C(c3ccccc3)C2(Cl)Cl)c(C)c1 (configuration not stated)
30) CC1CC(C)CN(CCCNC(=O)Cc2c(C(=O)O)n(C)c3ccccc23)C1 (configuration not stated)

assay / entry	25	26	27	28	29	30
HTR5A inv ag	10	-25	16	-28	-10	-4
LANA DNA inh	0.2	-0.2	0.0	-0.2	0.4	-0.5
Keap1 Nrf2 FP	-4	-1	4	0	-2	1
Cardiac RTF inh	-22	9	-1	-6	-12	-1
cardiac RTF act	4	-4	-1	0	6	1
CAL PDZ FP	1	4	-3	40*	-4	2
V-ATPase pH	-1	9	0	-1	6	-1
MOR-DOR ag	4.0	-1.7	-3.4	0.1	2.6	-2.8
MOR-DOR inv ag	-23	9	16	-1	-14	13
HTR5A ag	-4	2	1	11	4	3

31) O=C(CSc1nc(N2CCOCC2)nc(N2CCOCC2)n1)Nc1ccc(Cl)cc1Cl
32) CC1CCN(CCCNC(=O)C2CC(=O)N(CCc3ccccc3)C2)CC1 (configuration not stated)
33) Cc1c(Cl)cnc(NC(=O)CSc2nncs2)c1Cl
34) CC(CN1CCCCC1)OC(=O)c1cccc(F)c1 (configuration not stated)
35) CSc1sc(C(=O)N(C)C)c2c1S(=O)(=O)N(C)c1ccccc1-2
36) O=C1NCC(COc2ccc([N+](=O)[O-])cc2)O1 (configuration not stated)

assay / entry	31	32	33	34	35	36
HTR5A inv ag	21	-18	-43	7	-27	18
LANA DNA inh	0.5	-0.9	-0.8	-1.9	-1.3	0.5
Keap1 Nrf2 FP	-5	3	1	-1	0	3
Cardiac RTF inh	-4	4	-12	-5	2	-3
cardiac RTF act	2	-4	-1	2	-2	4
CAL PDZ FP	-1	-4	-3	.	-2	-4
V-ATPase pH	5	0	-2	7	0	-1
MOR-DOR ag	-0.9	-1.5	-1.0	-0.6	-2.8	-1.5
MOR-DOR inv ag	3	8	5	3	15	9
HTR5A ag	3	0	-1	1	-3	-5

37) N#C/C(=C(/O)CN1CCN(c2ccccc2F)CC1)c1nc(-c2ccccc2)cs1
38) CC1(C)Cc2c(sc(NC(=O)c3ccc(C(=O)c4ccccc4)cc3)c2C(N)=O)C(C)(C)N1
39) CCNc1nc(NCC)nc(SCC(C)=O)n1
40) CC(=O)Nc1ccc(OCC(O)Cn2nc(C)nc2C)cc1 (configuration not stated)
41) CCCCN(C(=O)CNC(=O)c1cccs1)C(C(=O)NC1CCCCC1)c1cccnc1 (configuration not stated)
42) c1ccc(C[n+]2c(-c3ccccc3)csc2Nc2ccccc2)cc1

assay / entry	37	38	39	40	41	42
HTR5A inv ag	-33	0	6	-10	-12	20
LANA DNA inh	3.2	-0.4	-0.3	0.5	-1.1	1.2
Keap1 Nrf2 FP	-5	0	-6	0	-6	0
Cardiac RTF inh	3	-5	-3	-2	-1	1
cardiac RTF act	-2	-3	7	-2	5	-16
CAL PDZ FP	-1	-4	-2	-8	-5	-1
V-ATPase pH	-1	-5	0	5	0	0
MOR-DOR ag	0.2	-2.5	-0.9	-2.1	-1.8	-1.5
MOR-DOR inv ag	-1	14	4	12	9	8
HTR5A ag	3	-1	1	-2	0	-1

# Brought forward from above: 4 compounds, followed by the next part.
39) CCNc1nc(NCC)nc(SCC(C)=O)n1
40) CC(=O)Nc1ccc(OCC(O)Cn2nc(C)nc2C)cc1 (configuration not stated)
41) CCCCN(C(=O)CNC(=O)c1cccs1)C(C(=O)NC1CCCCC1)c1cccnc1 (configuration not stated)
42) c1ccc(C[n+]2c(-c3ccccc3)csc2Nc2ccccc2)cc1
43) CCCS(=O)(=O)N1CCC(C(=O)NCCCOCC)CC1
44) CCCCC[C@@H]1C=C(C(=O)O)[C@H](c2ccc(OC)c(OC)c2)N1S(=O)(=O)c1ccc(C)cc1
45) CN(C)S(=O)(=O)c1cccc(COC(=O)CCNC(=O)c2ccc([N+](=O)[O-])cc2)c1
46) Cc1cc(=O)n2[nH]c(Nc3cccc(Cl)c3)nc2n1
47) O=C1CCCc2c1[nH]c1ccccc21
48) CCOc1ccc(NC(=O)N2CC(C)OC(C)C2)cc1 (configuration not stated)

assay / entry	39	40	41	42	43	44	45	46	47	48
HTR5A inv ag	6	-10	-12	20	-25	7	14	-18	1	8
LANA DNA inh	-0.3	0.5	-1.1	1.2	-1.0	-1.5	0.4	0.3	0.6	0.9
Keap1 Nrf2 FP	-6	0	-6	0	4	4	-2	-3	1	-6
Cardiac RTF inh	-3	-2	-1	1	-6	-3	-10	-2	-5	-9
cardiac RTF act	7	-2	5	-16	2	-10	-1	3	5	1
CAL PDZ FP	-2	-8	-5	-1	0	-8	-3	.	-3	-5
V-ATPase pH	0	5	0	0	0	-1	-4	-1	-2	-2
MOR-DOR ag	-0.9	-2.1	-1.8	-1.5	-0.3	-2.2	2.4	-2.1	-0.6	-3.0
MOR-DOR inv ag	4	12	9	8	2	10	-10	10	3	14
HTR5A ag	1	-2	0	-1	1	-2	-6	3	-1	-2

# Quoted from the listing.
# Under Cardiac RTF inh, compound 23 is listed with -5
# Under MOR-DOR inv ag, compound 10 is listed with 7

# Later entries
49) Cc1ccc(-n2c(C)nc3c(cnn3-c3ccc(F)cc3)c2=O)cc1C
50) CCOC(=O)N1CCC2CC1c1cc(-c3cccc(OC)c3)ccc12 (configuration not stated)
51) Cc1ccc2cc3cc(C(=O)NCCC(C)C)oc3nc2c1
52) O=C(Oc1ccc2ccc(=O)oc2c1)c1ccco1
53) CCOC(=O)N1CC=C2C(C#N)=C(N)C(C#N)(C#N)[C@H](c3ccc(OCC)c(OCC)c3)[C@H]2C1
54) O=C(c1ccc(Cl)cc1)N1CCCC(c2ccccc2)=N1
55) COC(=O)c1c(C)oc(C)c1S(=O)(=O)N1CCOCC1

assay / entry	49	50	51	52	53	54	55
HTR5A inv ag	-19	-7	-4	10	-1	-25	-3
LANA DNA inh	-0.9	0.3	-0.7	-0.4	0.4	0.5	0.4
Keap1 Nrf2 FP	-1	2	0	0	-8	1	2
Cardiac RTF inh	-5	-6	-5	0	-1	7	-2
cardiac RTF act	3	0	-5	-4	5	-11	1
CAL PDZ FP	1	-4	-2	6	.	-4	.
V-ATPase pH	1	2	0	0	2	1	-5
MOR-DOR ag	-0.1	1.5	-2.2	-3.5	-3.8	5.4	-2.4
MOR-DOR inv ag	0	-7	11	19	20	-31	13
HTR5A ag	3	2	-1	7	-1	8	3
